High-throughput results (PubChem BioAssay)
14-3-3g Raf – modulators of 14-3-3 gamma protein binding, primary screen, biochemical, fluorescence polarization | inhibition, % at 40 µM | 160,000 compounds, 0.19% hits | FP, 14-3-3gamma / TMR-pS259-Raf peptide binding; in the data active = inhibition above about 30%;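 also: 0% = protein plus tracer without compound and 100% = blank with tracer alone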
Target sequence (P61981 whole entry, looked up): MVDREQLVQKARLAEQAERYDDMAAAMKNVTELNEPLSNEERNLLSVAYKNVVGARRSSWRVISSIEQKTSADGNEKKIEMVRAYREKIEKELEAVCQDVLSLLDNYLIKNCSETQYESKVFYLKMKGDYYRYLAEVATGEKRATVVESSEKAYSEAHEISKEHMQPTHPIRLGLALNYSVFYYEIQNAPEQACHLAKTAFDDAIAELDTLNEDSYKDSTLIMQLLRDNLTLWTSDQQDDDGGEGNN
Active calls of the source: *; & = joins results of further samples; ! = repeats disagree.

SMILES | 14-3-3g Raf
CCC(C)(C)n1nnnc1C(c1ccc(Cl)cc1)N1CCN(C)CC1 (centres undefined) | -1
CCC1Oc2ccc(C)cc2N(Cc2ccccc2Cl)C1=O (centres undefined) | -12
Cc1c(C(=O)NC2CCCCCCC2)oc2ccc(S(=O)(=O)N3CCCCC3)cc12 | 3
CCC(=O)N1CCc2cc(S(=O)(=O)CCC(=O)Nc3cccc(C)c3C)ccc21 | 12
Cn1nc(CC(=O)Nc2cccc(OC(=O)c3ccc(C(C)(C)C)cc3)c2)c2ccccc2c1=O | 5
O=C(O)c1ccc(NCc2cccnc2)cc1 | -2
O=C(O)CCCN1C(=O)NC2NC(=O)NC21 (centres undefined) | -4
Cc1c(C(=O)Nc2cccc(Cl)c2)oc2ccc(S(=O)(=O)N3CCC4(CC3)OCCO4)cc12 | -1
O=C(Nc1nc(-c2ccc3c(c2)OCO3)cs1)C1CC1 | -2
COc1ccc(Nc2c([N+](=O)[O-])sc3ccccc23)cc1 | -4
COc1ccccc1OCC(=O)Nc1nccs1 | -2
CC(C)=C(NC(=O)c1ccco1)C(=O)NCCc1nc2ccccc2[nH]1 | 2
CC(=O)C1=C(C)Nc2ncnn2C1c1ccccc1F (centres undefined) | -8
COc1ccccc1NS(=O)(=O)c1cc(C(=O)c2ccc(Br)cc2)ccc1C | 1
Cc1ccc(-c2c(C(=O)NCC(C)C)oc(=O)c3ccccc23)cc1 | 2
CCOC(=O)C1CCC(CN(CC(C)C)S(=O)(=O)c2ccc([N+](=O)[O-])cc2)CC1 (centres undefined) | 7
CCN=C1SC(C(=O)Nc2ccc(Cl)cc2)CC(=O)N1CC (centres undefined) | -39
O=C(NCc1ccc(F)cc1)c1noc2c1CCCCC2 | -4&-3
COc1cccc(-n2cnc3cccc(N)c32)c1 | -8
O=[N+]([O-])c1c(NCCCO)cc(Nc2ccc3c(c2)OCO3)c2nonc12 | -14
O=C(NCCCN1CCCC1)C1CCN(S(=O)(=O)N2CCOCC2)CC1 | -6
CC(=O)Nc1sc2c(c1C(=O)Nc1ccc(C)cc1C)CCC(C(C)(C)C)C2 (centres undefined) | 3
COc1ccc(NC(=O)CSC2CC(=O)N(c3ccc4c(c3)OCCO4)C2=O)cc1 (centres undefined) | -4
O=C(c1ccc2snnc2c1)N1CCOCC1 | 1&0
C=CCOC(=O)C1=C(C)Nc2ncnn2C1c1cccnc1 (centres undefined) | 5

A few values from the results shown:
In 14-3-3g Raf, `COc1ccc(Nc2c([N+](=O)[O-])sc3ccccc23)cc1` shows -4
In 14-3-3g Raf, `O=C(c1ccc2snnc2c1)N1CCOCC1` shows 1&0
In 14-3-3g Raf, `CC(C)=C(NC(=O)c1ccco1)C(=O)NCCc1nc2ccccc2[nH]1` shows 2

Among those listed so far, these have a tert-butyl group:
SMILES | 14-3-3g Raf
Cn1nc(CC(=O)Nc2cccc(OC(=O)c3ccc(C(C)(C)C)cc3)c2)c2ccccc2c1=O | 5
CC(=O)Nc1sc2c(c1C(=O)Nc1ccc(C)cc1C)CCC(C(C)(C)C)C2 (centres undefined) | 3

Further structures follow.
SMILES | 14-3-3g Raf
CCSc1nc2c(c(=O)n1-c1ccc(F)cc1)SCC2 | 10
Cc1nonc1OCCn1nnnc1N | -10
CCc1ccc(NC(=O)c2cc3n(n2)C(C(F)(F)F)CC(c2ccc(Br)cc2)N3)cc1 (centres undefined) | -3
CCn1c(=O)c(C(=O)Nc2ccccc2S(N)(=O)=O)c(O)c2ccccc21 | -4
Cc1nnc(SCc2nnc(-c3ccc(Cl)cc3)o2)n1-c1ccccc1 | -15
C=C(C)CSc1nc2sc3c(c2c(=O)n1Cc1ccccc1)CC(C)(CC)OC3 (centres undefined) | -13
COc1ccc(CC(=O)N2N=C(C)CC2(O)c2cccnc2)cc1 (centres undefined) | -9
COc1cc(C(=O)Nc2ccc3nc(N4CCOCC4)cc(C)c3c2)ccc1Br | -5
CCCCN(C)C(=O)C1(S(=O)(=O)c2ccc(Cl)cc2)CC1 | -5
COCCN(CC(=O)NCc1ccc(OC)cc1)C(=O)CCC(=O)Nc1nccs1 | -6
COc1ccc(C2CC(C(F)(F)F)n3ncc(C(=O)Nc4cc(C)ccc4O)c3N2)cc1OC (centres undefined) | 4
Cc1cccc(NC(=O)Cn2c(=O)n(CCC(=O)NC3CCCC3)c(=O)c3ccccc32)c1 | -4
Cc1[nH]c2ccccc2c1C=Cc1nc2ccccc2c(=O)n1CCO | -15
CC(=O)NS(=O)(=O)c1ccc(NC(=O)c2cc(-c3cccs3)nc3ccccc23)cc1 | 1
COc1ccc(/C(O)=C2/C(=O)C(=O)N(CCN(C)C)C2c2ccccn2)cc1OC (centres undefined) | -13
CCOC(=O)c1c(NC(=O)c2nn(CC)cc2Br)sc2c1CCCCC2 | -4
Cc1ccc(OCC(=O)Nc2ccc(C(=O)OC3CCCCC3)cc2)cc1C | -10
Cc1ccc(N2C(=O)CSC2c2ccc(Br)cc2)cc1 (centres undefined) | 8
COc1ccc(NC(=O)C2CC(=O)N(C)C(=Nc3cccc(C(F)(F)F)c3)S2)cc1 (centres undefined) | 2
CC(C)(C)c1ccccc1OCCN1CCCC1 | -5
CC(C)CSc1nc2c(c(=O)[nH]c(=O)n2C)n1CC(O)COc1cccc2ccccc12 (centres undefined) | -5
O=C(CSc1nc2ccc(S(=O)(=O)N3CCOCC3)cc2[nH]1)N1CCOCC1 | -6
O=C(CSCC(=O)Nc1ccccc1-c1ccccc1)Nc1ccc2ccccc2c1 | -8
CCCC(=O)NCCCc1nc2ccccc2n1CC | -1
Cn1c(=O)[nH]c(=O)c2c1nc(SCC(O)CO)n2CC(N)=O (centres undefined) | -3

Structural class: the compounds so far with a COOH group
SMILES | 14-3-3g Raf
O=C(O)c1ccc(NCc2cccnc2)cc1 | -2
O=C(O)CCCN1C(=O)NC2NC(=O)NC21 (centres undefined) | -4

In a second layout: results already given
smiles,14-3-3g Raf
Cc1cccc(NC(=O)Cn2c(=O)n(CCC(=O)NC3CCCC3)c(=O)c3ccccc32)c1,-4
Cc1[nH]c2ccccc2c1C=Cc1nc2ccccc2c(=O)n1CCO,-15
CC(=O)NS(=O)(=O)c1ccc(NC(=O)c2cc(-c3cccs3)nc3ccccc23)cc1,1
COc1ccc(/C(O)=C2/C(=O)C(=O)N(CCN(C)C)C2c2ccccn2)cc1OC (centres undefined),-13

Later entries.
SMILES | 14-3-3g Raf
NS(=O)(=O)c1ccc(NC(=O)COc2ccccc2Br)cc1 | -2
O=C(Nc1ccc(Cl)cc1[N+](=O)[O-])c1ccc(-c2ccccc2)cc1 | -6
COc1cccc(Nc2nnc(-c3cc4cc([N+](=O)[O-])ccc4oc3=O)s2)c1 | -9
COC(=O)c1cc(C(=O)OC)c(C(=O)OC)nc1C(=O)OC | 3
Cc1ccc(-c2nnn(CC(=O)Nc3cccc4c3CCCC4)n2)o1 | -9
CC(CCC(=O)Nc1nncs1)C(=O)O (centres undefined) | -3
Brc1ccc(-c2nnc3sc(CN4CCc5ccccc54)cn23)cc1 | -9
CCN(CC)c1ncnc2sc(C(=O)Nc3cccc(Cl)c3)c(C)c12 | 0
CCc1c(C)nc2ncnn2c1N1CCC(C(=O)Nc2cccc(C(C)=O)c2)CC1 | -9
COCCOC(=O)C1=C(C)N=C2SCCC(=O)N2C1c1ccc(OC)c(OC)c1 (centres undefined) | 2
CCC(=O)N1c2ccc(S(=O)(=O)NCCc3ccc(OC)c(OC)c3)cc2CC1C (centres undefined) | -4
Cc1cccc(-n2nc3c(c2NC(=O)c2cccc(F)c2)CSC3)c1C | 7
CN1CCN(CCCNC(=O)CCc2nc(-c3ccccc3F)no2)CC1 | -10
COc1cccc(CNC(=O)c2cc(-c3ccc(Cl)s3)nc3ccccc23)c1 | -8
Cc1nnc(NC(=O)c2c(O)c3ccccc3[nH]c2=O)s1 | -4
O=C(CS(=O)(=O)c1cn(Cc2cccc(F)c2)c2ccccc12)NC1CCCCC1 | 4
Cc1ccc(S(=O)(=O)NC(CC(=O)NC2CCCC2)c2ccco2)cc1 (centres undefined) | -11&-1
Cc1[nH]c(=O)[nH]c(=O)c1S(=O)(=O)N1CCCC(C(=O)NCCc2ccc(Cl)cc2)C1 (centres undefined) | -5
O=C(CSc1nc2c(c(=O)n1-c1ccccc1)SCC2)Nc1ccc(OC(F)(F)F)cc1 | -3
c1ccc2oc(SCc3cn4ccsc4n3)nc2c1 | -7
O=C1C(=O)N(CCO)C(c2ccc([N+](=O)[O-])cc2)/C1=C(\O)c1ccc(Br)cc1 (centres undefined) | 8
Cc1c(C(=O)N(C)C2CCCCC2)sc2nc(-c3ccccc3)cn12 | -15
C=CCn1c(N)c(C(=O)NCC2CCCO2)sc1=S (centres undefined) | 2
COc1ccccc1CCn1cnc2c3cc(C)ccc3n(C)c2c1=O | 2
CCN(CC)Cc1cc2ccccc2c2c1COC2 | -5
SMILES | 14-3-3g Raf
Cc1ccc(C(=O)CC(=O)COc2ccccc2)cc1 | 3
Cc1nnc(SCCn2c(N3CCCC(C)C3)nc3c2c(=O)n(C)c(=O)n3C)s1 (centres undefined) | -1
O=C(C1CC1)N1CCc2cc(S(=O)(=O)N3CCN(c4ccc(F)cc4)CC3)ccc21 | 0
CCS(=O)(=O)N1CCC(C(=O)NCc2ccccc2Cl)CC1 | 2
O=C(C1CCCN(S(=O)(=O)c2ccccc2)C1)N1CCCCCC1 (centres undefined) | 1&1
C=CCOc1ccc(C2C(C(=O)c3ccco3)=C(O)C(=O)N2c2nnc(C)s2)cc1 (centres undefined) | -36
O=C(Nc1ccc(Cl)cc1)C1CCN(S(=O)(=O)c2ccc(Br)s2)CC1 | -11
Cc1cc(C)n(C(=O)Cc2cccs2)n1 | -6
O=C(NC1(C(F)(F)F)NC(=O)N(Cc2ccco2)C1=O)c1cccnc1 (centres undefined) | -6
O=C(CN1CCCCC1)Nc1cccc([N+](=O)[O-])c1 | -12
CC(=O)N(C(C)=O)c1ccc2nc(C)[nH]c(=O)c2c1 | -8
COc1cccc(OC)c1C(=O)Nc1ccc(CN2CCCCC2)cc1 | 2
CC(C)c1ccc(C(Nc2ccccn2)c2ccc3cccnc3c2O)cc1 (centres undefined) | 0
COc1cccc(NS(=O)(=O)c2cc(C)sc2C)c1 | 2
NC1=CC(=O)c2cccc3cccc1c23 | 80*!
CCOc1ccc(C2C(C(=O)Nc3cccc(C)n3)=C(C)NC3=C2C(=O)CC(C)(C)C3)cc1 (centres undefined) | -3
Oc1ccc(-c2nc(-c3ccc(O)c(O)c3)cs2)cc1 | 0
CCS(=O)(=O)N1CCN(C(=O)CC(C)C)CC1 | -5
c1ccc(OCCSc2nnc3c4ccccc4nc(-c4ccccc4)n23)cc1 | 3
COc1ccc(CCN2COc3cc4c(cc3C2)OCO4)cc1 | 0
CCOC(=O)c1c(-c2ccccc2)csc1NC(=O)c1ccccc1 | -55
Cc1ccccc1OCC(=O)N1N=C(c2cccc(Br)c2)CC1(O)C(F)(F)F (centres undefined) | 1
CN(C)c1ccc(NC(=O)CC2NCCNC2=O)cc1 (centres undefined) | 6
C[n+]1cc2c3c(ccc2c2ccc4cc5c(cc4c21)OCO5)OCO3 | 3
CCC(c1nnnn1Cc1ccc(F)cc1)N(CCCO)Cc1cc2cc3c(cc2[nH]c1=O)OCO3 (centres undefined) | -2
SMILES | 14-3-3g Raf
Cc1nnc(SCc2cc(=O)[nH]c(N3CCN(Cc4ccccc4)CC3)n2)s1 | 2
CCCCNC(=O)c1ccc2c(c1)N=C(CCC)c1cc(C)ccc1S2 | -26
CCc1nnc(NC(=O)CSc2nnc(COc3ccc(C#N)cc3)n2-c2ccccc2)s1 | -3
O=C(O)CC(c1ccccc1)c1ccco1 (centres undefined) | 2
c1ccc2c(c1)CCCN2Cc1nnnn1CC1CCCO1 (centres undefined) | -4
CC(C)Oc1ccc(C2CC(=O)N(c3cccc(C(=O)O)c3)C2=O)cc1 (centres undefined) | 0
Cc1nnc(SCC(=O)Nc2ncc(C(F)(F)F)cc2Cl)s1 | -14
COc1ccc(N2CCN(C(=O)CCS(=O)(=O)c3ccc(Br)cc3)CC2)cc1 | 0
Cc1nc2c(n1O)CCC/C2=N\O | -8
COc1ccc(C2C(Oc3ccccc3)C(=O)N2c2cccc([N+](=O)[O-])c2)cc1OC (centres undefined) | -3
CCc1sc(-c2cc3ccc(OC(C)=O)cc3oc2=O)nc1-c1ccc(C)cc1 | -4
Cc1ncc(CO)c2cc(C(=O)Nc3cccc(C(F)(F)F)c3)c(=N)oc12 | -19
CC(=O)Nc1cccc(C(=O)OCc2ccccc2)c1 | -5
Cc1cnc(C)c(N2CCC(C(=O)NCc3ccco3)CC2)n1 | 1
Cc1nnc(N2C(=O)C(=O)/C(=C(/O)c3ccc(F)cc3)C2c2ccc(Cl)cc2)s1 (centres undefined) | -6
CCC(=O)Nc1nc(C23CC4CC(CC(C4)C2)C3)c(C)s1 | -7
C=CCn1c(SCC(=O)N2CCOCC2)nc2scc(-c3ccco3)c2c1=O | -29
COCCn1c(=O)[nH]c2cc(C(=O)N3CCN(c4ccccc4OC)CC3)ccc2c1=O | -1
O=C(NCc1ccc(Cl)cc1)c1cccc(N2CCCC2=O)c1 | -10
CCOc1ccc(CNC(=O)C(CC)n2nc(C)n3c(cc4occc43)c2=O)cc1OC (centres undefined) | -9
Cc1cc(C)cc(OCC(=O)Nc2nc(C)cc(C)n2)c1 | -8
COc1cc([N+](=O)[O-])cc(C=Nc2ccc3oc(-c4cccc(F)c4)nc3c2)c1O | -62
Cc1cc(C)c2c(n1)nn1c(NCCCN3CCOCC3)cc(C)nc21 | -6
COc1ccc(C2C(C(=O)OC3CCCCC3)=C(C)Nc3nnnn32)cc1Br (centres undefined) | -25
CC1(C)CC(=O)C2=C(C1)Nc1ccccc1NC2c1nc2ccccc2[nH]1 (centres undefined) | 2
O=C(COC(=O)CNC(=O)c1ccc(Br)o1)Nc1ccc2c(c1)OCCO2 | -3
O=C(COC(=O)c1c2c(nc3ccccc13)CCCC2)c1ccccc1 | -12

Some of the compounds tested, so the mix of outcomes need not match the whole.
